Assay outcomes (PubChem)
zfTRPN1 agonist – agonists of zebrafish TRPN1 channel | activation, % at 3 µM | HEK293 zebrafish TRPN1-YFP, Fluo-8 calcium fluorescence; 100% = response to 87 µM carbachol | 220,000 compounds, 0.18% hits;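 active means activation above its plate's cutoff, the mean activation of test wells on that plate plus 3 SD, cut at about 19% in these data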;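 further: 0% = DMSO alone and 100% = 87 µM carbachol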
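Material: zebrafish TRPN1-YFP in HEK293 cells; Doses: single test compound dose, 3 µM nominal, 0.3% DMSO; Timing: dye loading 1 h at 37 °C, then 30 min room temperature; Technique: intracellular calcium fluorescence with Fluo-8; Benchmarks: high carbachol 87 µM, low DMSO alone.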
EBV gp42 block – inhibitors of Epstein-Barr virus glycoprotein 42. Q1HVG2. Fluorescence polarization binding assay, mP read-out. inhibition, % (tested at 21.74 µM). 220,000 compounds, 0.42% hits; in the data active means inhibition above about 50%
Furin inh – human furin inhibition; inhibition, % at 30 µM; 220,000 compounds, 0.061% hits; P09958; purified furin, fluorogenic substrate cleavage; in the data active means inhibition above about 25%; further: inactives centre near -15
TRPML3 agonist – activates the human TRPML3 channel | Q8TDD5 | 220,000 compounds, 0.29% hits | activation, % at 3 µM | AID 1448 | HEK293 TRPML3-YFP, Fluo-8 calcium fluorescence; 100% = the carbachol control signal;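 active means activation above its plate's cutoff, the mean activation of the plate's test wells plus 3 SD, cut at about 12% in these data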;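 further: 0% = DMSO only wells and 100% = carbachol wells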
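Test system: HEK293 cells stably carrying human TRPML3-YFP; Doses: single dose, 3 µM final nominal compound, 0.3% DMSO final; Schedule: dye loading 1 h 37 °C then 30 min ambient, 125 s read; Technique: Fluo-8 calcium fluorescence; Benchmarks: high control carbachol 87 µM, low control DMSO.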
PPC-1+TRAIL kill – compounds killing PPC-1 cancer cells with TRAIL present (potentiator screen, no TRAIL-free arm); PPC-1 cells + TRAIL, ATPLite viability luminescence; cell killing (% activity), % at 4 µM; 220,000 compounds, 0.41% hits;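 active means cell killing above 50% in the first pass at 4 µM, then a duplicate retest at 5 µM averaging 50% or more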;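 further: plate controls were cells with TRAIL plus DMSO for no effect and medium-only wells lacking cells for full effect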
Calpain2 inh – inhibitors of pig calpain II | purified calpain II, fluorogenic peptide substrate, 30 min | inhibition, % at 16 µM | 220,000 compounds, 0.37% hits | AID 1236;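 active means inhibition above about 50%, limit read from the data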
TbHK1 inh – blocks Trypanosoma brucei hexokinase 1 activity | recombinant TbHK1, G6PDH-coupled NADH A340 | inhibition, % at 10 µM | 220,000 compounds, 0.11% hits | AID 1430;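 active means inhibition of 50% or more in the single-dose primary screen; inactive means inhibition below 50%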
Thrombin inh – blocks human thrombin protease activity; P00734; alpha-thrombin, Boc-VPR-AMC fluorogenic substrate cleavage; inhibition, % at 5 µM; 220,000 compounds, 0.26% hits;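 active means inhibition at or above 40%; inactive means inhibition below 40%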;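 further: 0% = enzyme with no compound and 100% = wells without enzyme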
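signal = AMC fluorescence, 355/460 nm | material = human alpha-thrombin enzyme | control set = enzyme without compound as high, wells lacking enzyme as low | times = reaction at room temperature | read-out basis = percent inhibition scaled between no-compound controls and no-enzyme blanks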
Cl transport mod – KCC2 (human) Cl- transport modulation. KCC2 cells, thallium flux FluoZin-2 fluorescence. B-score of Tl+ flux slope (higher = more flux/activation; lower = inhibition) at 10 µM. 190,000 compounds, 2.2% hits;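 active means thallium flux slope and its plate-corrected score both differing from the plate sample mean at a set confidence after two filtering rounds, in either direction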;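 further: slope of fluorescence scaled to starting intensity during 10 to 20 s after thallium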
Target sequence (Q9H2X9 whole entry, looked up): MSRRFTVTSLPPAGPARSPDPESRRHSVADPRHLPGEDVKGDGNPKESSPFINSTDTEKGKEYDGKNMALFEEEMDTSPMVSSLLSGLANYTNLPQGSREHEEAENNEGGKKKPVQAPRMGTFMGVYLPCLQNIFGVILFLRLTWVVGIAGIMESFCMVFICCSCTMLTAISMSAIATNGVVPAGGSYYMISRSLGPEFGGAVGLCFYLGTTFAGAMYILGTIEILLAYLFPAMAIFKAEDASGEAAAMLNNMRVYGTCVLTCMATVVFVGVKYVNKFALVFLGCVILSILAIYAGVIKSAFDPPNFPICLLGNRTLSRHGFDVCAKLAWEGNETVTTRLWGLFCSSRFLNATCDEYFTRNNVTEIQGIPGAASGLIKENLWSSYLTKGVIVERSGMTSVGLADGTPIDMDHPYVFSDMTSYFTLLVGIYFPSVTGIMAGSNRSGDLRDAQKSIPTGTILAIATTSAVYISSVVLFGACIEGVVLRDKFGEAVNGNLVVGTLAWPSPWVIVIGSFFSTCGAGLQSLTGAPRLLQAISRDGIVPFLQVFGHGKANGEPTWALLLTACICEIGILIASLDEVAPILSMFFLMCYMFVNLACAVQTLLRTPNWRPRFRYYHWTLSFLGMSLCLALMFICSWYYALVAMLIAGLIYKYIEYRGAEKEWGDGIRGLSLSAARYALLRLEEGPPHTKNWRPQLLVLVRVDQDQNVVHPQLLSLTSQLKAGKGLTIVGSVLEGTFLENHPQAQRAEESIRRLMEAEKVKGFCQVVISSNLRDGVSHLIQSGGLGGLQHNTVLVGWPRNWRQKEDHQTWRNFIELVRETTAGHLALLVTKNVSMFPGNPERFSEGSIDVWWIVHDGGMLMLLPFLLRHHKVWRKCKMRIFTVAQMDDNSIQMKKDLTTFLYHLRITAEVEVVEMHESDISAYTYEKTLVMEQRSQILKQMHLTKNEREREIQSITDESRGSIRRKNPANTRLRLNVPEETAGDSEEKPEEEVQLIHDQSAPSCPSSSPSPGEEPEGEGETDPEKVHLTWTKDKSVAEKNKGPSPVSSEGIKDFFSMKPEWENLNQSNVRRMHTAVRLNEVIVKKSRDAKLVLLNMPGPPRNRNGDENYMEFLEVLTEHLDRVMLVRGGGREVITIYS
* = called active by the depositor; i = inactive; nt = not tested or not shown; [ ] = another dose, or the depositor's remark. An unsorted share of the library. Share with any hit: about 3.6%.

Below each SMILES – zfTRPN1 agonist	EBV gp42 block	Furin inh	TRPML3 agonist	PPC-1+TRAIL kill	Calpain2 inh	TbHK1 inh	Thrombin inh	Cl transport mod
COc1ccc2c(c1)C(C)CC(C)(C)N2C(=O)CSc1nc2ccccc2s1 (centres undefined)
    0.0	-2	16	18*	20	49	12	-3	nt
CC(C)(C)SCCNC(=O)CN(c1ccc(F)cc1)S(=O)(=O)c1ccccc1
    -1.9	-5	-3	-0.6	0	18	9	14	0.82
Cc1ccc(C)c(S(=O)(=O)NCCCN2CCOCC2)c1
    0.9	-5	-7	0.4	-6	14	8	42*	0.037
COc1ccc(CNC(=O)c2cccnc2Sc2ccc(C)c(C)c2)cc1
    2.0	-4	-25	1.2	9	7	0	-8	-0.005
CN(c1ccc(C(=O)NCc2ccco2)cc1)S(C)(=O)=O
    0.2	-11	-26[20 µM]	0.0	1	19	-2	-5	0.093
COc1cccc(C2CC(C(F)(F)F)n3nc(C(=O)NCc4cccnc4)cc3N2)c1 (centres undefined)
    2.2	-9	-26[20 µM]	0.6	23	-25	0	-1	0.34
Cc1ccccc1S(=O)(=O)Cc1ccc(C(=O)N2CCN(c3ncccn3)CC2)o1
    3.5	-14	-22	0.1	8	-9	-2	-4	0.056
CCCNC(=O)N1CCC(C(=O)c2ccc(F)cc2)CC1
    0.9	-6	-20[20 µM]	0.6	7	-18	6	-1	0.26
CCOCCNC(=O)c1ccccc1C(=O)NCCOCC
    0.8	-21	-25	0.3	12	33	1	-5	0.0064
Cc1ccc(S(=O)(=O)n2c(=O)oc3ccccc32)cc1
    -0.5	2	-18	0.4	16	29	7	0	1.6
Cc1cccc(C(=O)N[C@H](C(=O)Nc2nnc(C3CC3)s2)C(C)C)c1
    -0.2	-4	-19	-0.8	10	27	-2	5	1.3
COc1cccc(/C(O)=C/C(=O)C(=O)Nc2ccc(S(=O)(=O)NC(C)=O)cc2)c1
    1.4	-3	-23	0.7	3	4	-4	-3	0.84
CCNC(=O)CC1C(=O)N(c2ccc(F)cc2)C(=O)N1Cc1ccc(OC)cc1 (centres undefined)
    -1.8	-1	-15	0.5	11	4	25	1	0.39
COCC(=O)Nc1nc2n(n1)C(c1ccc(Cl)cc1)CC(c1ccc(OC)cc1)N2 (centres undefined)
    1.6	-3	-15	1.0	9	-342	0	19	-0.49
CCNC(=S)N/N=C/c1c(C)nn(-c2cccc(Cl)c2)c1Cl
    0.3	-5	-27	0.4	9	3	-7	-8	0.99
Cc1ccc(N(CC(=O)NCc2ccccc2Cl)S(=O)(=O)c2cccs2)cc1
    -2.4	4	-12[20 µM]	-0.4	17	-1	23	-1	-3.2
N#CC1=C2SCC(O)(c3ccccc3)N2C(=O)CC1c1ccccc1 (centres undefined)
    4.7	-13	-15	3.4	-12	24	-25	-11	-0.27
Cn1c(=O)c2c(nc(SCC(=O)N3CCc4ccccc4C3)n2C)n(C)c1=O
    0.1	1	-22	0.7	-4	-2	4	-8	0.46
COc1cc(C2CC(=O)c3cnc(N4CCN(Cc5ccccc5)CC4)nc3C2)cc(OC)c1OC (centres undefined)
    -0.2	5	-10	0.1	19	30	-16	2	-0.5
Cc1cccc(OCC(O)Cn2c(NCc3cccnc3)nc3c2c(=O)[nH]c(=O)n3C)c1 (centres undefined)
    0.4	-8	-17	0.5	8	1	-1	-20	-0.085

In a second layout: 2 of the compounds above.
Structure,zfTRPN1 agonist,EBV gp42 block,Furin inh,TRPML3 agonist,PPC-1+TRAIL kill,Calpain2 inh,TbHK1 inh,Thrombin inh,Cl transport mod
COCC(=O)Nc1nc2n(n1)C(c1ccc(Cl)cc1)CC(c1ccc(OC)cc1)N2 (centres undefined),1.6,-3,-15,1.0,9,-342,0,19,-0.49
CCCNC(=O)N1CCC(C(=O)c2ccc(F)cc2)CC1,0.9,-6,-20[20 µM],0.6,7,-18,6,-1,0.26

Carrying on.
Below each SMILES – zfTRPN1 agonist	EBV gp42 block	Furin inh	TRPML3 agonist	PPC-1+TRAIL kill	Calpain2 inh	TbHK1 inh	Thrombin inh	Cl transport mod
Cc1ccc2ccc(C3C(=O)c4ccccc4C3=O)nc2c1
    0.4	nt	-5[20 µM]	0.8	nt	nt	-11	nt	-1.2
Cc1sc2nc(SCC(=O)NCc3ccco3)[nH]c(=O)c2c1C
    0.1	-15	-31	0.5	10	7	1	-4	-0.017
Cc1cc(C(=O)CSc2nc3ccccc3n2CCC#N)c(C)n1Cc1cccs1
    0.9	-3	-3[20 µM]	0.0	10	-83	-18	14	0.15
CCN(CC)C(=O)Oc1ccc(Br)c2ccccc12
    -2.3	-15	-6	-1.3	4	11	0	1	-0.54
CCOC(=O)c1c(C)oc2c1c(C=NCCC(=O)O)c(O)c1ccccc12
    1.3	-16	-8	0.5	18	-42	-15	-4	-0.076
Cc1cc(/C=N/NC(=O)c2ccncc2)c(C)n1-c1cccc(C(F)(F)F)c1
    0.4	-4	-3	0.3	-2	6	-50	18	0.63
CCn1c(SCC(=O)Nc2ccccc2)nnc1-c1ccc(S(=O)(=O)N2CCOCC2)cc1
    0.3	-7	-17	0.8	23	-32	-1	3	0.00086
O=c1nc(SCc2ccc(Cl)cc2)nc(-c2ccccc2)[nH]1
    -0.6	-3	-3	0.5	-2	20	-2	-10	-1.4
O=c1[nH]c2ccc(F)cc2[nH]c1=O
    0.3	-4	-18	0.1	1	-47	-10	-4	-0.33
COc1ccc(C2C3=C(Nc4ncnn42)c2ccccc2CCC3)cc1 (centres undefined)
    -0.4	nt	-18	-0.3	-6	nt	-18	13	-0.78
CC1CC(C)CN(c2ccc(C(=O)OCC(=O)NC3CCCc4ccccc43)cc2[N+](=O)[O-])C1 (centres undefined)
    1.5	-24	-6[20 µM]	0.4	-8	3	-6	-8	0.72
CC(=O)c1ccc(NC(=O)Cn2c3ccccc3c3nc(=O)cc(C)n32)cc1
    2.1	6	-11	-0.4	11	-8	-7	-5	-0.64
O=C(Nc1nc(-c2nc3ccccc3s2)cs1)C1COc2ccccc2O1 (centres undefined)
    0.7	-9	8	0.3	16	-45	-10	-2	2.5*
O=P(C1=C(N2CCOCC2)/C(=C\c2ccccc2)CC1)(N1CCOCC1)N1CCOCC1
    -0.1	-6	-12	0.6	6	-13	-19	2	-0.2
O=[N+]([O-])c1ccccc1CNc1ccc(F)c(Cl)c1
    -1.8	1	-21	0.2	2	26	-2	-4	-0.0027
COc1ccc(S(=O)(=O)CCC(=O)NCCc2ccc(S(N)(=O)=O)cc2)cc1
    8.0	-4	3	2.8	-4	14	1	-5	0.97
O=S(=O)(Nc1nc2ccccc2[nH]1)c1ccc2ccccc2c1
    0.4	4	-10[20 µM]	-0.1	3	-26	0	-2	nt
N#C/C(=C\c1cn(Cc2cccc(F)c2)c2ccccc12)C(=O)NCc1ccco1
    -1.5	-7	-5	0.1	-15	-130	26	0	-0.0059
CCn1c(CC(=O)Nc2ccc(C)c(Cl)c2)nnc1SCc1ccc(Cl)c(Cl)c1
    -0.4	-12	-9[20 µM]	-0.4	14	-1	0	4	1.4
Cc1ccc(NS(=O)(=O)c2cc(OCC(N)=O)c(C)cc2Cl)cc1
    -0.3	-11	-1	0.7	28	12	34	-7	-0.39

Other records.
Below each SMILES – zfTRPN1 agonist	EBV gp42 block	Furin inh	TRPML3 agonist	PPC-1+TRAIL kill	Calpain2 inh	TbHK1 inh	Thrombin inh	Cl transport mod
COC(=O)CSc1ccccc1C(=O)OC
    0.7	-5	-17[20 µM]	0.0	12	-33	2	2	1.1
Cc1ccc2oc(=O)n(CCCOc3ccccc3C)c2c1
    -1.3	-5	-11	-0.2	-2	22	-1	-4	0.02
COc1ccc(N2CCN(C(=O)CN(c3ccccc3)S(C)(=O)=O)CC2)cc1
    1.8	-20	-13	0.9	22	-15	25	-3	-0.11
COc1ccc(CC(=O)N2CCN(c3ccc(C4=NNC(=O)CC4C)cc3)CC2)cc1 (centres undefined)
    2.4	-12	-12[20 µM]	1.3	14	-194	-20	3	0.21
NC(=O)C1(N2CCCCC2)CCN(C(=O)CSc2nc3ccccc3s2)CC1
    -1.2	1	-18[20 µM]	0.1	32	22	-5	26	-2.2
N#Cc1c(-c2ccccc2)ccn(Cc2ccc(Cl)cc2)c1=O
    1.4	3	-13[20 µM]	1.0	8	-19	1	5	-0.025
COc1ccc(CN(Cc2cccn2C)S(=O)(=O)c2ccccc2)cc1
    -2.5	-1	-4	-0.4	17	21	2	-5	-0.74
Clc1ccc2oc(-c3ccccn3)nc2c1
    1.0	-25	-9	0.5	46	-7	0	2	0.031
CCCCCCn1c(COc2ccccc2F)nnc1SCC(=O)N1c2ccccc2NC(=O)C1(C)C
    0.2	-28	0[20 µM]	-1.2	8	19	10	2	-0.82
COC(=O)C1C(=O)OC(C)(C)C1C(C)C(=O)c1ccc(C)cc1C (centres undefined)
    -0.2	-1	-15	0.8	14	-17	-5	-6	-0.0084
O=C(c1cc2c(F)cccc2s1)N1CCCC1
    0.0	-14	-18	-1.8	12	2	-3	0	0.42
CCSC(SCC)[C@H](O)[C@@H](O)[C@H](O)[C@H](O)CO
    0.2	-14	-18	1.1	16	13	-1	-6	-0.0047
COc1cccc(-n2c(SCC(=O)Nc3cc(C)on3)nc3c([nH]c4ccccc43)c2=O)c1
    0.4	-16	-14	-1.5	-10	2	-2	-3	-0.56
COc1cccc(NC(=O)c2ncn[nH]2)c1
    1.3	-9	-13[20 µM]	0.3	8	-10	15	1	0.084
CC(C)(C)NC(=O)NC(=O)COc1ccccc1C#N
    0.3	-1	-2[20 µM]	-0.6	32	17	8	-5	1.9
CC1CCCC(C)N1C(=O)CSc1nnc(NC(=O)Cc2cccs2)s1 (centres undefined)
    0.7	-5	-20	0.9	5	-2	8	3	nt
COc1ccc(CC2(CO)CCN(Cc3ccc(OC(F)(F)F)cc3)CC2)cc1
    6.4	-11	-29	3.0	1	-4	1	-1	nt
CCCCNC(=O)CNC(=O)c1cccs1
    1.9	-12	-11[20 µM]	0.2	3	-16	-3	-5	-0.5
COc1ccc(OC)c(/C=C/C(=O)Nc2cccc(S(=O)(=O)N3CCCC3)c2)c1
    0.2	-16	-18	0.4	4	i	-4	-10	0.056
Cc1ccc(NC(=O)CN(C)C(=O)CSc2nncn2C)cc1
    1.5	-9	-20[20 µM]	0.4	16	-22	-1	0	-0.65

Following part
Below each SMILES – zfTRPN1 agonist	EBV gp42 block	Furin inh	TRPML3 agonist	PPC-1+TRAIL kill	Calpain2 inh	TbHK1 inh	Thrombin inh	Cl transport mod
CCCNS(=O)(=O)c1ccc(OCC(=O)N2CCC(C(=O)OCC)CC2)cc1
    -0.4	-8	7[20 µM]	0.7	0	3	-2	2	-0.33
CN=C(Nc1cccc(Cl)c1)SC1CC(=O)N(c2ccc(OC)cc2)C1=O (centres undefined)
    -0.3	-5	-6	0.7	9	10	-3	3	1.4
O=C(c1cn(-c2ccccc2)nc1-c1cccs1)N1CCN(c2ccc(F)cc2)CC1
    0.5	-4	-2[20 µM]	0.5	39	-9	-5	-3	-0.0027
CCSc1nc2ccc(C)cc2cc1C#N
    1.0	-21	-4	0.9	-6	15	0	-6	0.087
CCC(C(=O)Nc1nccs1)(C(F)(F)F)C(F)(F)F
    2.6	-6	-25	1.5	19	16	1	-5	nt
COc1ccc(C2CC(=O)C(C=NCCN3CCOCC3)=C(O)C2)cc1 (centres undefined)
    0.6	-14	15	0.1	-2	-8	9	-3	nt
